AID1053144: TCF/LEF reporter activation in neural progenitors – cell-based, iPS-derived NPC, luciferase, Wnt3a, cherry-pick, dose response (AID 1053144). NPC TCF/LEF luciferase reporter, Wnt3a EC25, 24 h. activation, % at the top dose, mostly 26 µM; hits show AC30 in µM. actives 4.8% (n = 3,400);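 active means fitted curve reaches 30% activation at a concentration no higher than the top valid tested dose, luminescence rising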;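 further: wnt3a stimulus is conditioned medium from Wnt3a-transfected mouse L cells at 5% in well; 0% = neutral control wells and 100% = CHIR-99021 positive control wells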
* = called active by the depositor. This is a subset; count on the stated rates, not on these rows.

SMILES | AID1053144
COc1cccc(C=NNc2nc3ccccc3s2)c1OC | 4.1%
O=C(O)Cc1sc(Nc2ccccc2)nc1-c1cccs1 | 11.4%
Cc1ccc(NC(=O)c2ccc(F)cc2F)cc1 | 5.1%
Cc1nc(SCC(=O)c2cccs2)c2oc3ccccc3c2n1 | 6.7%
C/C(=N\OC(=O)Nc1ccc(Cl)cc1)c1ncc(C(F)(F)F)cc1N1CCOCC1 | 6.4%
COc1ccc(/C=C/c2nc(-c3ccccc3O)n[nH]2)cc1 | 10.1%
CC(C)c1nnc(NC(=O)c2cccc(NC(=O)C(F)(F)F)c2)s1 | 4.0%
O=C(O)c1ccc(N=Nc2c(O)[nH]c3cc(Cl)ccc23)cc1 | 4.78µM*
Fc1ccc(-c2ccc3c(n2)CCCN3Cc2ccccn2)cc1 | 9.6%
Cc1ccc(NC(=O)Nc2cnc3ccccc3c2)cc1 | 7.8%
COc1ccc(C(=O)Cc2ccc3c(c2)OCO3)c(O)c1 | 11.2%
COCC(=O)Nc1nc2ccc(C)cc2s1 | 6.1%
N/C(Cc1nc(-c2ccc(Cl)cc2)cs1)=N/O | 13.9%
CCc1ccc(OCC(=O)O/N=C(\N)c2ccncc2)c(Br)c1 | 7.5%
Cc1nc2ccc(NC(=O)CSc3ccccc3)cc2s1 | 4.9%
Cc1nn(-c2ccccc2)c(N)c1N=Nc1ccc(Cl)cc1 | 6.3%
Cn1c2ccccc2c(=O)c2c(=O)n(-c3ccc(F)cc3)c(-c3cccs3)nc21 | 8.2%
COc1ccc(-c2csc(Nc3cccc(C)n3)n2)cc1OC | 11.0%
O=C(CC1CCCC1)Nc1nc2ccccc2[nH]1 | 9.1%
OC(c1ccccc1)c1nc(-c2cnc3ccccc3c2)cs1 (stereo unspecified) | 13.2%
Cc1nnc(SCc2ccccc2)nc1-c1ccccc1 | 4.1%
O=C(/C=C/c1ccccc1Cl)Nc1ccccc1 | 13.5%
CCOc1cc(/C=N/NC(=O)N/N=C/c2ccc(O)c(OCC)c2)ccc1O | 13.1µM*
Nc1cc(SCc2ccc([N+](=O)[O-])cc2)ncn1 | 4.9%
COc1ccc(N=Nc2cc(C)ccc2O)cc1 | 4.7%

Going on with the list.
SMILES | AID1053144
O=C(CCC(=O)OCC(=O)c1cccc([N+](=O)[O-])c1)Nc1cccc(Cl)c1Cl | -0.6%
Cc1c(C(=O)Nc2ccccc2)csc1-c1ccccc1 | 8.6%
CCOc1ccc(C(=O)Nc2ccc3[nH]ncc3c2)cc1 | 3.9%
c1cn2c(Nc3ccc4c(c3)OCCO4)c(-c3ccc(N4CCOCC4)cc3)nc2cn1 | 9.2%
O=C1C=C(c2ccc3[nH]ccc3c2)CCC1 | 10.1µM*
O=C(N=Nc1c(O)[nH]c2ccc(Br)cc12)c1ccco1 | 8.4%
Cc1cc2ccccn2c1C(=O)c1nc(NCc2ccccc2)ncc1Cl | 0.1%
CN=C(c1ccc(C)cc1)n1c(=S)nc(-c2ccc(C)cc2)n(C)c1=S | 4.9%
O=C(Nc1ccc(F)cc1F)c1csc(-c2cccs2)n1 | 8.5%
Cc1ccc(NC(=O)c2ccc(Cl)cc2Cl)cc1O | 10.8%
CCCc1cc(NCCCn2ccnc2)n2nc(C)c(-c3ccccc3)c2n1 | 11.1%
O=C(CSc1ccsc1[N+](=O)[O-])NCc1ccco1 | 10.5%
O=C(CCCc1ccccc1)c1ccccc1 | 5.6%
CC1(C)CC(=O)/C(=N/Nc2ccc(Cl)cc2)CO1 | 4.78µM*
Oc1c(C=Nc2ccc(Cl)cn2)sc2ccccc12 | 7.9%
Cn1cccc1-c1nc2ccc(NC(=O)c3ccco3)cc2[nH]1 | 11.8%
COc1ccc2oc(C(=O)c3ccccc3)c(N)c2c1 | 7.18µM*
Cc1ccc2nc(-c3ccc(NC(=O)CSc4nc(N)cc(=O)[nH]4)cc3)sc2c1 | 3.3%
COc1cc2c(cc1OC)C1CCc3cc4c(cc3C1N=C2)OCO4 (stereo unspecified) | 12.3%
O=[N+]([O-])c1cccc(-c2noc(-c3cccs3)n2)c1 | 10.0%
CC(=O)Nc1ccc2nc3ccccc3nc2c1 | 15.3µM*
Cc1cc(O)c(-c2cc(C(=O)Nc3cccnc3)[nH]n2)cc1C | 3.9%
Cc1nn(C(=O)c2ccc3c(c2)OCO3)c(N)c1-c1ccccc1 | 13.5%
Cc1ccc(C(=O)Cn2nnc(-c3cccs3)n2)cc1 | 15.8%
Fc1ccc(/C=N/NC2=Nc3cccc4cccc2c34)cc1 | 2.0%

Further results
SMILES | AID1053144
CCN1C(=O)S/C(=C\c2ccc(N3CCOCC3)cc2C)C1=O | 19.9%
CCCCN1CCc2c([nH]c3ccc(C)cc23)C1=O | 9.9%
CN(C)/C=C/C=C1C(=O)CCCC1=O | 9.0%
O=C(C1CC12CCCC2)N1CCC(CO)(Cc2ccccc2Cl)CC1 (stereo unspecified) | 1.7%
COc1ccc2c(c1)-c1nc(NC(=O)c3ccco3)sc1CC2 | 13.0%
CCOCc1c(C(=O)OCC(=O)Nc2ccccc2C(N)=O)oc2ccccc12 | 3.2%
CCc1ccc(OCC(=O)O/N=C(\N)c2ccccn2)cc1 | 7.0%
O=[N+]([O-])c1ccc(-c2cn(-c3ccccc3)c(=S)[nH]2)cc1 | -0.1%
O=C(COC(=O)c1ccc(S(=O)(=O)N2CCOCC2)cc1)NC1CCCCCCC1 | 7.0%
CCCn1c(-c2ccc[nH]c2=O)nc2cc(C)c(C)cc21 | 12.0%
O=C1N(Cc2cccc(Cl)c2)C[C@@H]2C[C@@H](c3ccccn3)N3CCC[C@@]123 | 28.2%
COc1ccc(-c2cn(Cc3ccc(C(N)=O)cc3)c(-c3ccncc3)n2)cc1 | 13.0%
CCOc1ccccc1-n1nnnc1SCC(=O)O | 0.6%
Cc1ccc(C(=O)NCCCc2ccccc2)s1 | 8.8%
Cc1cc(Cl)ccc1OC(C)C(=O)Nc1ccccc1N1CCOCC1 (stereo unspecified) | 0.2%
COc1ccc2[nH]cc(/C=C/C(=O)c3ccccc3)c2c1 | 20.3%
S=c1[nH]nc(-c2ccncc2)n1/N=C/c1cn(-c2ccccc2)nc1-c1ccccc1 | 4.7%
O=C(COc1ccc(Cl)cc1Cl)Nc1ccccc1F | 8.8%
O=c1[nH]c2ccccc2nc1/C=C(\O)c1cccs1 | 19.6%
CCOC(=O)Nc1ccc2c(c1)C(=NO)c1ccccc1-2 | 7.5%
O=C(NC1=NCCS1)c1cccc(Br)c1 | 8.1%
c1coc(CSc2ncnc3c2oc2ccccc23)c1 | 12.5%
c1ccc(-c2cc3cc4c(cc3cn2)OCO4)cc1 | 9.2%
O=C(Nc1cccnc1)c1cc(-c2ccc(Br)cc2)on1 | 1.5%
c1ccc2sc(-c3ccncc3)nc2c1 | 9.7%

The list continues:
SMILES | AID1053144
CSc1ccc(/C=N/NC(=O)c2cc(O)cc(O)c2)cc1 | 15.1%
Cc1ccnc(NC(=O)c2cc3cc(F)ccc3s2)c1 | 5.3%
Nc1ccccc1-n1nc2ccc3ccccc3c2n1 | 10.8%
O=C(NC(=O)c1ccccc1)Nc1ccccc1O | 4.3%
O=C(N=Nc1c(O)[nH]c2ccccc12)c1ccc2c(c1)OCO2 | 5.2%
COc1ccccc1C(=O)COC(=O)c1ccc(N(C)C)cc1 | 8.5%
S=c1nc(-c2ccccc2)oc2c1CCCC2 | 5.9%
O=C(Nc1ccccc1Cl)C(=O)c1cn(CC(=O)N2CCOCC2)c2ccccc12 | 8.1%
O=C(CCCCn1c(=O)[nH]c2ccsc2c1=O)NCCc1ccccc1 | 11.4%
COc1ccc2cc(CCNC(=O)c3ccco3)c(=O)[nH]c2c1 | 17.9%
CC1(C)CC(=O)c2cnc(N3CCc4ccccc43)nc2C1 | 5.2%
O=C(Nc1cccnc1Cl)c1cc(-c2ccco2)on1 | 12.4%
CCOC(=O)c1sc(S(C)(=O)=O)c2c1CCc1conc1-2 | 0.9%
CC(C)S(=O)(=O)c1cnc(N2CCOCC2)nc1N | 1.2%
COc1cc(/C=N/NC(=O)CNC(=O)c2ccccc2)ccc1OC(=O)c1cccs1 | 8.3%
Nc1cccc(C(=O)OCC(=O)c2ccccc2)c1 | 7.9%
CCOC(=O)c1c(C)n(C)c2c(C)cc(O)c(OC(C)=O)c12 | 3.5%
Nc1ccc(O)c2c(=O)cc(-c3ccccc3Cl)oc12 | 7.5%
O=C(O)CCn1nnc2ccccc21 | 12.6%
COc1ccc(NC(=O)CSc2ccccn2)cc1 | 13.2%
Cc1cc2oc3ccc(NCCCn4ccnc4)cc3c(=O)c2cc1C | -2.7%
O=C(Nc1ccccn1)C(=O)Nc1ccccn1 | 7.9%
COc1ccc(-n2cc3ccc([N+](=O)[O-])cc3n2)cc1 | 9.9%
Cc1cccc(NC(=O)CNC(=O)COc2ccc(C(=O)c3ccc(F)cc3)cc2)c1C | 3.0%
CCC(=O)Nc1cc(=O)[nH]c2nc(-c3ccc(Cl)cc3)nn12 | 3.3%

New compounds follow:
SMILES | AID1053144
Cc1ccnc(NC(=O)c2ccc(S(=O)(=O)N3CCCCCC3)cc2)c1 | 11.9%
Cc1cc(NC(=O)COc2ccc3ccccc3c2Br)no1 | 8.2%
COc1ccc(N=Cc2nc(-c3ccccc3)oc2OC(=O)c2ccccc2)cc1 | 6.7%
O=C(Nc1cccnc1Cl)c1cc2ccccc2o1 | 9.7%
COc1ccc(-c2cc3cc4c(cc3cn2)OCO4)cc1 | 0.9%
O=C(N/N=C/c1ccc(Br)cc1)c1ccc(Br)o1 | 7.1%
C[C@@H]1ON(C)[C@H]2C[C@H]3c4cc(-c5cc6ccccc6o5)ccc4CCN3C[C@@H]12 | 0.4%
CNC(=O)c1csc(-c2ccc(C)cc2)n1 | 10.1%
CCOc1ccc(-c2nc(-c3cccnc3)no2)cc1 | 0.5%
COc1ccc(OC)c(NC(=O)NCCc2cccc(Cl)c2)c1 | 1.5%
Cc1cc(/C(N)=N/OC(=O)c2cccc(Cl)c2)no1 | 6.8%
c1ccc(N=NC2=NN(c3ccccc3)CS2)cc1 | 11.2%
CC(C)(C)c1ccc(NC(=O)c2ccc(=O)[nH]n2)cc1 | 6.1%
O=C(Nc1nc2cc3c(cc2s1)OCCO3)C1CCCCC1 | 8.4%
Clc1ccccc1OCc1nc(-c2ccccn2)no1 | 8.8%
O=C(Nc1nccs1)c1ccc(-c2ccc(Cl)cc2)o1 | 14.8%
COc1ccc(-c2nnc(N(C)C(=O)c3cccnc3)s2)cc1 | 3.2%
Cc1ccc2nc(-c3ccc(NC(=O)CSCC(=O)O)cc3)sc2c1 | 2.04µM*
O=[N+]([O-])c1ccc(-c2cn3ccccc3n2)cc1 | 11.1%
Cc1ccc(NC(=O)c2cc3ccccc3cc2O)cc1 | -0.5%
O=C(c1cc2c(s1)-c1ccccc1OC2)N1CCCC1 | 11.9%
O=C(Nc1ccc(N2CCCCC2)cc1)c1ccc2c(c1)OCCO2 | 3.4%
O=C(COC(=O)Cn1cnc2ccccc21)Nc1ccc2c(c1)C(=O)c1ccccc1C2=O | 9.5%
CCC(=O)Nc1nc2cc(OC)ccc2s1 | 13.7%
O=c1[nH]c(-c2ccccc2)cnc1-c1ccccc1 | -1.5%
Oc1ccc(-c2csc(Nc3ccc4c(c3)OCO4)n2)c(O)c1 | 12.1%
Cc1ccc(-n2c(COc3ccccc3)nnc2SCC(=O)O)cc1 | 8.4%
O=C(CSc1ncccn1)NC(=O)NCc1ccco1 | 7.4%
Cc1ccc(NC(=O)Nc2ccc(F)c(Cl)c2)cc1 | 2.1%

Not a retest: an excerpt of the list.
SMILES | AID1053144
Cc1cc(NC(=O)COc2ccc3ccccc3c2Br)no1 | 8.2%
COc1ccc(N=Cc2nc(-c3ccccc3)oc2OC(=O)c2ccccc2)cc1 | 6.7%
O=C(Nc1cccnc1Cl)c1cc2ccccc2o1 | 9.7%
COc1ccc(-c2cc3cc4c(cc3cn2)OCO4)cc1 | 0.9%
O=C(N/N=C/c1ccc(Br)cc1)c1ccc(Br)o1 | 7.1%
C[C@@H]1ON(C)[C@H]2C[C@H]3c4cc(-c5cc6ccccc6o5)ccc4CCN3C[C@@H]12 | 0.4%
CNC(=O)c1csc(-c2ccc(C)cc2)n1 | 10.1%
CCOc1ccc(-c2nc(-c3cccnc3)no2)cc1 | 0.5%
COc1ccc(OC)c(NC(=O)NCCc2cccc(Cl)c2)c1 | 1.5%
Cc1cc(/C(N)=N/OC(=O)c2cccc(Cl)c2)no1 | 6.8%
c1ccc(N=NC2=NN(c3ccccc3)CS2)cc1 | 11.2%
CC(C)(C)c1ccc(NC(=O)c2ccc(=O)[nH]n2)cc1 | 6.1%
O=C(Nc1nc2cc3c(cc2s1)OCCO3)C1CCCCC1 | 8.4%
Clc1ccccc1OCc1nc(-c2ccccn2)no1 | 8.8%
O=C(Nc1nccs1)c1ccc(-c2ccc(Cl)cc2)o1 | 14.8%
COc1ccc(-c2nnc(N(C)C(=O)c3cccnc3)s2)cc1 | 3.2%
Cc1ccc2nc(-c3ccc(NC(=O)CSCC(=O)O)cc3)sc2c1 | 2.04µM*
O=[N+]([O-])c1ccc(-c2cn3ccccc3n2)cc1 | 11.1%
Cc1ccc(NC(=O)c2cc3ccccc3cc2O)cc1 | -0.5%
O=C(c1cc2c(s1)-c1ccccc1OC2)N1CCCC1 | 11.9%
O=C(Nc1ccc(N2CCCCC2)cc1)c1ccc2c(c1)OCCO2 | 3.4%
O=C(COC(=O)Cn1cnc2ccccc21)Nc1ccc2c(c1)C(=O)c1ccccc1C2=O | 9.5%
CCC(=O)Nc1nc2cc(OC)ccc2s1 | 13.7%
